Compound activity from PubChem BioAssay.
Apoferritin bind = binds horse apoferritin like a general anesthetic; P02791; apoferritin/1-aminoanthracene competitive binding, fluorescence; Potency, µM (top dose mostly 77.5 µM), without a hit: at the top dose activity change, negative = displacement, most hits filed as inhibitors; hit rate 0.074% among 350,000; AID 485281; note: potency is the fitted concentration of half-maximal effect; % is set by controls: 0 for no effect and ±100 for the full control effect; nearly all actives have a fitted effect of over 20% in size
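Concentration-response curves derived by four-parameter Hill fitting of normalized fluorescence, where compounds displaced 1-AMA from 10 uM horse apoferritin following a brief 10 min room-temperature incubation; propofol titration acted as positive control.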
LDHA block = blocks human lactate dehydrogenase A; P00338; purified LDHA, NADH/diaphorase-resazurin fluorescence; hits give low values; activity change, % (values are at about 110 or 230 µM); hit rate 0.15% among 480,000; AID 1347041; in the data active = activity change below about -30%; inconclusive = mostly about -25% to -30%;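 note: plate controls were DMSO wells for no effect and wells without enzyme for full effect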
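Resorufin fluorescence (ex540/em590), read at 0 and 20 min after diaphorase/resazurin addition, reports the NADH left after a 5 min room-temperature reaction of 2 nM human LDH5 with 0.06 mM NADH and 0.2 mM pyruvate.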
POLI inh = inhibitors of human DNA polymerase iota; Q9UNA4; Pol iota fluorescent replication assay, 10 min; Potency, µM (top dose mostly 115 µM), without a hit: at the highest dose activity, negative = inhibition, hits mostly inhibitors; hit rate 1% among 390,000; AID 588590; note: potency is the fitted concentration of half-maximal effect
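Fluorescent replication assay read twice, at 0 min and 10 min after adding 50 nM (final) substrate. Enzyme (10 nM) and compounds were first incubated 15 min at room temperature; enzyme-free buffer wells were negative controls.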
GRP78 ERSR act = ER stress response induction in glioma. U87-MG GRP78 promoter luciferase reporter, 16 h. Potency, µM, without a hit: at the top dose activation, most hits filed as activators. hit rate 0.02% among 420,000. AID 602332; note: potency is the fitted concentration of half-maximal effect; series mostly up to about 76 µM; % of control where 0% means no effect; nearly all actives have a fitted effect of over 35% in size
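Stably transfected U87-MG human glioma cells carrying a GRP78-based luminescent sensor were seeded at 1000 cells/well, pin-dosed with compounds and incubated 16 h. Luciferase reagent was then added, and end-point luminescence was read after 10 min at room temperature.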
BLM inh = blocks DNA unwinding by human BLM helicase. recombinant BLM DNA unwinding, fluorescence dequenching. AID 2528. Potency, µM (doses to about 56.1 µM), for inactives: at the highest dose activity change, negative = inhibition, usual class: inhibitors. hit rate 0.2% among 350,000;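 note: potency is the fitted concentration of half-maximal effect; plate controls were vehicle for no effect and no enzyme for full effect; nearly all actives have a fitted effect of over 35% in size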
Target sequence (P54132 whole entry, looked up): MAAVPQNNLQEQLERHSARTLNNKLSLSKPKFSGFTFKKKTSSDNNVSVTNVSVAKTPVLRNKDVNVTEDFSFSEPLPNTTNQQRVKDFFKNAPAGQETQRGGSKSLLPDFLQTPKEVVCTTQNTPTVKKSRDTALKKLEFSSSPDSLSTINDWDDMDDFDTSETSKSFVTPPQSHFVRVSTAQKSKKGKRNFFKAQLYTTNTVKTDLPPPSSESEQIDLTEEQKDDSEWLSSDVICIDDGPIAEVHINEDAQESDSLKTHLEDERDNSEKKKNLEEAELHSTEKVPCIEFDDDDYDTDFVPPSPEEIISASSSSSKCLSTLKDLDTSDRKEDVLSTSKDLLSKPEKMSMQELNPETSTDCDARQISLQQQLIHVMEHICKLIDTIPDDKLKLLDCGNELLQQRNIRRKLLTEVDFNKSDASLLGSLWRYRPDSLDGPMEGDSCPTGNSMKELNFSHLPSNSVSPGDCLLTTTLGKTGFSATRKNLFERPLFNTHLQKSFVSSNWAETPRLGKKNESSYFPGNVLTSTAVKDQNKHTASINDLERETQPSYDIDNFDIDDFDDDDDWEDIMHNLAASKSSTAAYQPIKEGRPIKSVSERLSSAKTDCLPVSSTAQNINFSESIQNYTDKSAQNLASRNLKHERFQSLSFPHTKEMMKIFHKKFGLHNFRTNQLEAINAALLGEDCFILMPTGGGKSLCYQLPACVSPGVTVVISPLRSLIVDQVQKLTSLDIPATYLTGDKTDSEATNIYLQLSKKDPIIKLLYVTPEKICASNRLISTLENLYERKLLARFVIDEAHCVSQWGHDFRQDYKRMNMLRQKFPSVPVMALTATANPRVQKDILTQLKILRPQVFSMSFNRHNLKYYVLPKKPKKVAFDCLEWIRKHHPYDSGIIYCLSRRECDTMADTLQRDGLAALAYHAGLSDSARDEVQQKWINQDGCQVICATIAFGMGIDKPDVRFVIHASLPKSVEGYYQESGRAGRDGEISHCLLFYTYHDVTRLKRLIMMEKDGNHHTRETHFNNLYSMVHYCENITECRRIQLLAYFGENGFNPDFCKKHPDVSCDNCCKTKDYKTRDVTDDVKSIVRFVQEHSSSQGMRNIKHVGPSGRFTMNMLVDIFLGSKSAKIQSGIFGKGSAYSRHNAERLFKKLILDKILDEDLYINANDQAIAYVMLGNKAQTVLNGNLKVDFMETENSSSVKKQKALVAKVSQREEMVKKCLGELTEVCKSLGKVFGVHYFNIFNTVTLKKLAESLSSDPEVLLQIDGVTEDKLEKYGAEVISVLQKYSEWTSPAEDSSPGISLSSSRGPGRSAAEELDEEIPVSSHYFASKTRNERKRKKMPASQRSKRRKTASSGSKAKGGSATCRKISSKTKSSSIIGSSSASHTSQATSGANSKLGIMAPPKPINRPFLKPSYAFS
Pol eta inh = DNA polymerase eta (human) inhibition; Q9Y253; recombinant Pol eta, fluorescent DNA replication assay; Potency, µM (top dose mostly 114 µM), inactives show at the top dose activity change, negative = inhibition, actives largely listed as inhibitors; hit rate 1.2% among 390,000; note: potency is the fitted concentration of half-maximal effect; % is set by controls: 0 for no effect and ±100 for the full control effect
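Fluorescent replication assay: 50 nM final substrate added after a 15 min room-temperature compound preincubation with 10 nM enzyme. Signal taken at 0 min and again at 10 min.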
Pol beta inh = inhibitors of human DNA polymerase beta; P06746; Pol beta primer extension/strand displacement, fluorescence kinetic; Potency, µM (doses to about 114 µM), without a hit: at the top dose activity change, negative = inhibition, actives largely listed as inhibitors; hit rate 1.3% among 340,000; note: potency is the fitted concentration of half-maximal effect; % is set by controls: 0 for no effect and ±100 for the full control effect
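Kinetic readout of DNA synthesis with strand displacement by Pol beta. Compound and 10 nM enzyme sit 15 min at room temperature; 50 nM substrate starts the reaction, read immediately and at 10 min.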
APEX1 inh = blocks human APE1 abasic DNA cleavage; P27695; recombinant APE1, TAMRA/BHQ-2 abasic DNA cleavage fluorescence; Potency, µM (titrated, usually from 65.8 µM), for inactives: at the highest dose activity change, negative = inhibition, usual class: inhibitors; hit rate 0.35% among 350,000; AID 2517;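 note: potency is the fitted concentration of half-maximal effect; plate controls were vehicle for no effect and reference inhibitor for full effect; nearly all actives have a fitted effect of over 55% in size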
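Quantitative HTS: incision of a TAMRA/BHQ-2 double-stranded substrate bearing a tetrahydrofuran abasic site by 0.75 nM APE1 raises fluorescence. Substrate 50 nM final, added after 15 min compound preincubation at room temperature; progress as third-minus-first kinetic read difference.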
POLK inh = blocks human DNA polymerase kappa activity; hit rate 0.53% among 400,000; Potency, µM (titrated, usually from 107 µM), for inactives: top-dose activity, negative = inhibition, actives largely listed as inhibitors; purified Pol kappa, fluorescent DNA synthesis assay, 10 min; AID 588579; Q9UBT6; note: potency is the fitted concentration of half-maximal effect; % is set by controls: 0 for no effect and ±100 for the full control effect
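10 nM Pol kappa preincubated 15 min at room temperature with compounds, then reaction started with substrate at 50 nM final. Fluorescence read kinetically at 0 and 10 min; buffer-only wells served as negative control.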
* marks the source's active call; other numbers are inactive results; ? = inconclusive; · = not tested or not shown; & = joins results of further samples; [ ] = another dose, or the depositor's remark. Unless noted, calls come from the whole dose curve; as a rule, active = well fitted curve in the direction sought with a large enough effect; inconclusive = small, poorly fitted or top-dose-only effect, or another doubt; inactive = no such curve, though single readings can be large; an effect the other way counts as inactive or inconclusive. Only part of the results is shown; the hit share may differ from the screen's.

SMILES,APEX1 inh,BLM inh,POLK inh,Apoferritin bind,Pol eta inh,POLI inh,LDHA block,GRP78 ERSR act,Pol beta inh
Cc1nc2cc(Cl)c(Cl)cc2n1-c1ccccn1,3%,·,10%,·,-19%,9%,-4,1%,·
CCOC(=O)c1c(C)nc(-c2ccccc2)nc1NC(=O)C(C)C,1%,0%,2%,-17%,-6%,6%,-5,3%,-2%
O=C(N/N=C/c1ccc2c(c1)OCO2)c1ccc(Cn2cc([N+](=O)[O-])cn2)o1,-6%,-5%,-16%,1%,-18%,12%,-7,3%,1%
COc1ccc(-c2noc(CCC(=O)NC3CCCCCC3)n2)cc1,-6%,-2%,-3%,-13%,-9%,36%[activator],-5,3%,3%
CN(C)c1ccc(C(=O)Nc2cccc(S(=O)(=O)NC3=NCCCCC3)c2)cc1,-17%,·,8%,·,0%,14%,4,2%,·
CC(c1ccccc1)N1C(=O)NC(NC(=O)C(C)(C)C)(C(F)(F)F)C1=O (stereo unspecified),1%,0%,-7%,-5%,-22%,-2%,-4,-2%,16%
CN(C(=O)COC(=O)C12CC3CC(CC(C3)C1)C2)c1c(N)n(Cc2ccccc2)c(=O)[nH]c1=O,3%,·,-2%,·,4%,7%,-12,1%,·
O=C(Cn1c(=O)[nH]c2sc3c(c2c1=O)CCCC3)NCC1CCCO1 (stereo unspecified),10%,0%,-8%,-4%,-10%,-2%,0,-2%,34%
O=C(N/N=C/c1ccc2c(c1)OCO2)c1cccs1,3%,3%,-18%,-11%,-7%,-7%,-9,-6%,13%
O=C(Nc1ccc(Br)cc1)c1ccc(N2C(=O)C3CC=C(Cl)CC3C2=O)cc1 (stereo unspecified),-2%,-6%,-9%,-5%,-9%,2%,-12,-5%,0%
C=CCc1ccc(OC(=O)c2ccccc2)c(OC)c1,-3%&1%,-5%&-6%,-11%[60.1 µM],?,-20%,14%,6,-4%&0%,-5%
COC(=O)c1ccc2ccccc2n1,·,·,22%,·,-8%,38%[activator],2,1%,·
COc1ccc(S(=O)(=O)NCC2CCCN(C(=O)c3cccnc3)C2)cc1 (stereo unspecified),16%,5%,-7%,-5%,-8%,135%[activator],-9,0%,33%
Cc1cc(C)c(-c2n[nH]c3c2C(c2ccccc2F)N(Cc2ccco2)C3=O)c(O)c1 (stereo unspecified),·,-5%,-1%,?,-23%,-19%,-9,2%,-22%
Cc1cc(F)ccc1S(=O)(=O)Nc1nc2ccccc2nc1Cl,6%,-2%,-16%,2%,4%,9%,1,-6%,9%
O=C(NC(=O)c1ccccc1)OCC(F)(F)F,2%,0%,2%,-9%,-14%,18%,-3,5%,11%
COC(=O)[C@H](Cc1ccccc1)NC(=O)C1(OC(C)=O)CC(OC(C)=O)C(OC(C)=O)C(OC(C)=O)C1 (stereo partly specified),8%,-5%,-24%,-3%,5%,22%,-7,0%,21%
COc1ccc(Cl)cc1N1C(=O)/C(=C/c2sccc2C)N=C1SCC(=O)NC1CC1,·,·,-15%,·,-15%,-14%,-6,-1%,·
COc1ccccc1NC(=O)N1CCN(S(C)(=O)=O)CC1,4%,-2%,-2%,-5%,-18%,74%[activator],-3,-4%,?
Fc1ccc(NC(=S)N2CCOCC2)c(F)c1,16%,-2%,-1%,-6%,-18%,51%[activator],-15,-3%,39%
CN1CCN(C(=O)CCN2C(=O)/C(=C\c3ccc(Cl)cc3Cl)SC2=S)CC1,4%,-1%,-12%,-13%,2%,?,11,-12%,6%
Cc1ccc(C(=O)N/C(=C\c2cn(C)c3ccccc23)C(=O)OCCN(C)C)cc1,5%,5%,-9%,8%,-21%,48%[activator],-7,1%,31%[activator]
O=C(NCC(=O)N(CCN1CCOCC1)C(C(=O)NC1CCCC1)c1cccs1)c1ccco1 (stereo unspecified),12%,-1%,-4%,-6%,-12%,10%,-5,-2%,13%
CCOc1ccc(C(=O)Nc2cccc(SC)c2)cc1,-4%,2%,-23%,-9%,-6%,141%[activator],-4,0%,-3%

Fetched one by one from above:
SMILES,APEX1 inh,BLM inh,POLK inh,Apoferritin bind,Pol eta inh,POLI inh,LDHA block,GRP78 ERSR act,Pol beta inh
COc1ccc(Cl)cc1N1C(=O)/C(=C/c2sccc2C)N=C1SCC(=O)NC1CC1,·,·,-15%,·,-15%,-14%,-6,-1%,·
Cc1cc(C)c(-c2n[nH]c3c2C(c2ccccc2F)N(Cc2ccco2)C3=O)c(O)c1 (stereo unspecified),·,-5%,-1%,?,-23%,-19%,-9,2%,-22%

The list continues:
SMILES,APEX1 inh,BLM inh,POLK inh,Apoferritin bind,Pol eta inh,POLI inh,LDHA block,GRP78 ERSR act,Pol beta inh
CCN(CC(=O)Nc1ccc(NC(C)=O)cc1)C(=O)c1ccc(=O)[nH]c1,-5%,-1%,-4%,-3%,4%,40%[activator],-5,-1%,35%
COCCn1cnnc1SCC(=O)Nc1ccc(N2CCCCC2)cc1,8%,·,-4%,·,-7%,17%,-7,-1%,·
N#Cc1ccc(CN2CCCC3(CCN(C(=O)c4csnn4)CC3)C2)cc1,-1%,3%,-9%[60.1 µM],·,·,·,·,-4%,·
Cc1cc(C)c(S(=O)(=O)N2CCN(C(=O)c3ccc(-n4nc(C)c(Cl)c4C)cc3)CC2)c(C)c1,·,·,-7%,·,-12%,1%,0,2%,·
CCOC(=O)c1cccc(NC(=O)Cn2c(=O)nc(-c3ccccc3)c3ccccc32)c1,·,-4%,-6%[60.1 µM],-3%,-3%,8%,-7,-3%,19%
COc1ccc(-n2nc([N+](=O)[O-])c(=NCCCN3CCCC3=O)n2O)cc1,-6%,0%,3%,-12%,4%,24%,1,-5%,2%
COCCNc1nc2nonc2nc1N1CCC(N(C)C)C1 (stereo unspecified),11%,-2%,10%[60.1 µM],-10%,-19%,0%,-1,-2%,3%
CCCCOC(=O)CCc1c(C)[nH]c(=S)[nH]c1=O,-5%,-1%,-11%,-7%,-9%,1%,1,3%,22%
Cc1ccc(N2CCn3c2nc2c3c(=O)n(C/C=C/c3ccccc3)c(=O)n2C)cc1C,·,-6%,-2%,-1%,-14%,-5%,-16,-3%,-22%
Cc1ccnc(N2CCC(C(=O)NNC(=O)c3ccccc3C)CC2)n1,9%,-1%,-3%,-6%,0%,-10%,0,-2%,11%
CCC[C@H]1NC(=O)[C@H](C)N(C)C(=O)C(C)(C)C(=O)C(C)NC(=O)[C@H](Cc2ccc(OC)cc2)N(C)C(=O)[C@H](C(C)C)N(C)C(=O)CNC(=O)[C@H](CC(C)C)N(C)C(=O)CNC(=O)[C@H]([C@@H](C)CC)OC(=O)[C@H]1C (stereo partly specified),-6%,·,-19%,·,-13%,26%,4,-3%,·
O=C(NC1CCCC1)c1cnc2n(c1=O)CCS2,1%,-5%,-16%,-5%,1%,14%,-2,-2%,8%
COc1cccc(CSc2nc3ccccc3[nH]2)c1,4%,0%,-6%[60.1 µM],?,-2%,?,-3,4%,5%
COc1ccc(N2CC(C(=O)N3CCOCC3)CC2=O)cc1 (stereo unspecified),11%,1%,4%,4%,-18%,41%[activator],-1,-1%,-12%
COc1ccc(CNC(=O)c2ccc[nH]2)cc1,7%,-5%,-2%,-1%,-4%,56%[activator],1,4%,-19%
O=C(CSc1ccc(Cl)cc1)Nn1cnnc1,0%,0%,-4%,-6%,-4%,-4%,15,3%,11%
C=CCN(C(C)=O)C1CC(=O)N(c2ccc(OCCC)cc2)C1=O (stereo unspecified),4%,-4%,-1%,-4%,-11%,0%,-5,-4%,12%
O=C(NCc1cccs1)c1ccc(N2CCCCC2)nc1,1%,0%,-1%,-24%,8%,31%[activator],-4,5%,16%
Cc1ccc2nc(SCc3ccc([N+](=O)[O-])cc3)[nH]c2c1,-1%,1%,-6%,?,-18%,-7%,2,2%,-11%
COc1cc(C(=O)n2nc(C)cc2C)cc(OC)c1OC,0%,1%,-4%,-6%,-16%,9%,-4,-3%,12%
COc1ccccc1CNC(=O)Cn1c(-c2cccs2)cc2cc(F)ccc21,·,1%,-2%,21%,-16%,6%,-2,-6%,9%
COc1ccccc1NC(=O)c1c(NCc2sccc2C)sc2c1CCCCC2,·,-5%,-8%[60.1 µM],-11%,-9%,-12%,9,-1%,-15%
COC(=O)c1ccc(NC(=O)CN2CCN(CC#N)CC2)cc1,-12%,-5%,-3%,3%,-9%,168%[activator],-15,-1%,-9%
Cc1cc(C(F)F)n2ncc(C(=O)NCc3ccccc3)c2n1,13%,-3%,-4%,-14%,8%,7%,-6,-2%,5%
Cc1c2cnn(-c3ccccc3)c(=O)c2c(C)n1CC(=O)NCc1ccccc1Br,·,-2%,-5%,-4%,·,20%,-1,·,17%
COCc1cc(=O)n2[nH]c(N)nc2n1,1%,-5%,-17%,4%,?,-4%,0,-1%,1%
Cn1c(SCC(=O)NC2CC2)nnc1-c1ccco1,2%,3%,7%,-8%,-12%,3%,-13,-3%,21%
Cc1cccc(CN2CCCC(C(=O)Nc3ccccc3Oc3cccnc3)C2)c1 (stereo unspecified),7%,2%,-4%,-3%,9%,3%,-1,-2%,15%
O=C(Nc1ccc(C(=O)NC2CCCCC2)cc1)c1cccnc1,7%,8%,-2%,-1%,-13%,71%[activator],-1,-1%,3%
COc1ccc(OC)c(C2NC(=O)NC(C)=C2C(=O)Nc2ccc(C)cc2)c1 (stereo unspecified),6%,-2%,0%,-7%,-19%,18%,-2,-5%,32%
Cc1ccc(N2N=C(c3ccc(F)cc3)CC2c2ccco2)cc1 (stereo unspecified),5%,-6%,4%,84%[activator],-11%,-19%,3,4%,-15%
CC1CN(c2nc(Nc3ccccc3F)nc(N)c2[N+](=O)[O-])CC(C)O1 (stereo unspecified),-13%,-4%,0%,1%,-14%,3%,4,1%,41%
O=C(CNC(=O)c1ccc(F)cc1)Nc1ccccc1C(F)(F)F,6%,-4%,1%,7%,22%,30%,-2,-4%,0%
